TDP-43 yeast inh: TDP-43 toxicity inhibition in yeast. TDP-43 expressing yeast growth rescue, BacTiter-Glo, 24 h. hit rate 1.8% among 410,000. Potency, µM (highest dose often 46.1 µM), for inactives: top-dose growth rescue (activation), hits mostly activators; also: potency is read from the fitted curve at half-maximal effect; % of control where 0% means no effect; nearly all actives have a fitted effect of over 50% in size
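Growth rescue of TDP-43-toxic yeast measured as ATP luminescence (BacTiter-Glo). Cells grown to mid-log in raffinose, induced in galactose at OD600=0.02, exposed to compound 24 hr at 30 deg C.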
GLP1R inv ag: GLP-1 receptor (human) inverse agonism; P43220; HEK293 GLP-1R CRE-luciferase, luminescence, 24 h; GLP-1R form is constitutively active; Potency, µM (titrated, usually from 38.3 µM), for inactives: top-dose activity change, negative = inhibition, usual class: inhibitors; hit rate 1.6% among 410,000; AID 624417; also: potency is read from the fitted curve at half-maximal effect; % is scaled to controls: 0 for no effect and ±100 for the full control effect; nearly all actives have a fitted effect of over 55% in size
Target sequence (P43220 whole entry, looked up): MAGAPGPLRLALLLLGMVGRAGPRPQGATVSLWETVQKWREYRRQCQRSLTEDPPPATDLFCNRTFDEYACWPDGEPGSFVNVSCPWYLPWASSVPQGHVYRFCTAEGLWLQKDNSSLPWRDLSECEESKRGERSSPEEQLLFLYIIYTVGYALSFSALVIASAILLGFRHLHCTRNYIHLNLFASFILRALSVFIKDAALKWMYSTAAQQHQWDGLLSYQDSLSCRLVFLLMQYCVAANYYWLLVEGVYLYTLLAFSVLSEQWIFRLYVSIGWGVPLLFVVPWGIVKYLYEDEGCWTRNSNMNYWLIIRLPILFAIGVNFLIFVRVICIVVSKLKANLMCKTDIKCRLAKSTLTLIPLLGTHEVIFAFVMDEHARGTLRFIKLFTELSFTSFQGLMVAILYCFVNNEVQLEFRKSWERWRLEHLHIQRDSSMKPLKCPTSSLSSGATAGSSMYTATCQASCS
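Luminescence readout: a drop in cAMP-driven luciferase signal flags inverse agonism at a constitutively active GLP-1R stably expressed in HEK293. Compound exposure lasted 24 hr at 37 deg C, 5% CO2.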
GLP1R cytotox: cytotoxicity in counter-screen for GLP-1R inverse agonists; AID 624418; Potency, µM (titrated, usually from 38.3 µM), without a hit: at the top dose activity change, negative = inhibition, usual class: inhibitors; HEK293 cAMP-luciferase reporter cells, luminescence, 24 h; hit rate 0.13% among 410,000;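 also: loss of luciferase light is scored as toxicity; potency is read from the fitted curve at half-maximal effect; % is scaled to controls: 0 for no effect and ±100 for the full control effect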
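Seeding density was 200 cells/uL; after overnight-length (12 h) culture, 23 nL compounds went on for 24 h at 37 °C. Readout used a luciferase detection reagent, luminescence taken after 12 min at room temperature.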
aSyn yeast inh: rescues yeast growth from alpha-synuclein toxicity. hit rate 0.14% among 370,000. Yeast expressing alpha-synuclein, growth rescue, BacTiter-Glo, 24 h. Potency, µM (doses to about 46.1 µM), for the others: top-dose growth rescue (activation), usual class: activators; also: potency is read from the fitted curve at half-maximal effect; % of control where 0% means no effect; nearly all actives have a fitted effect of over 65% in size
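Readout is rescue of growth in alpha-synuclein-expressing yeast, so inhibitors of toxicity appear as activators. Growth after 24 hr at 30 deg C in galactose medium is quantified by luminescence.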
FUS suppressor: rescues growth of FUS-expressing yeast | S. cerevisiae FUS-expressing, growth rescue, OD600, 24 h | hit rate 0.24% among 390,000 | AID 1347120 | Potency, µM (doses to about 76.6 µM), without a hit: top-dose growth rescue (activation), actives largely listed as activators;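 also: potency is read from the fitted curve at half-maximal effect; plate controls were DMSO vehicle for no effect and reference control for full effect; nearly all actives have a fitted effect of over 55% in size; some results filed as inactive show a strong effect at the top dose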
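Steps: raffinose overnight preculture; dilution to OD 0.005 in 2% galactose minimal medium; compound addition (concentration series); 24hr at 30C, 99% humidity; absorbance read at 600 nm.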
Abeta rescue: restores growth of yeast expressing A-beta42 peptide; yeast expressing A-beta42, growth rescue, OD600, 48 h; response scale: 0% DMSO, 100% iron-clioquinol control; hit rate 0.063% among 410,000; Potency, µM (top dose mostly 46.1 µM), for the others: at the top dose growth rescue, most hits filed as activators; also: potency is read from the fitted curve at half-maximal effect; nearly all actives have a fitted effect of over 55% in size
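Growth rescue measured by 600 nm absorbance after 48 h yeast culture at 30 C with compound. Values normalized between DMSO and an equimolar ferric chloride plus clioquinol control.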
PTHR1 ag: activates the human parathyroid hormone receptor PTHR1; Q03431; HEK293 GP2 PTHR1 cells, GloSensor cAMP luminescence, 1 h; Potency, µM (doses to about 115 µM), inactives show top-dose activation, hits mostly activators; hit rate 0.075% among 410,000; AID 743266; also: potency is read from the fitted curve at half-maximal effect; nearly all actives have a fitted effect of over 55% in size; some results filed as inactive show a strong effect at the top dose; inactives centre near -15; many of its hits are not listed in these tables
Target sequence (Q03431 whole entry, looked up): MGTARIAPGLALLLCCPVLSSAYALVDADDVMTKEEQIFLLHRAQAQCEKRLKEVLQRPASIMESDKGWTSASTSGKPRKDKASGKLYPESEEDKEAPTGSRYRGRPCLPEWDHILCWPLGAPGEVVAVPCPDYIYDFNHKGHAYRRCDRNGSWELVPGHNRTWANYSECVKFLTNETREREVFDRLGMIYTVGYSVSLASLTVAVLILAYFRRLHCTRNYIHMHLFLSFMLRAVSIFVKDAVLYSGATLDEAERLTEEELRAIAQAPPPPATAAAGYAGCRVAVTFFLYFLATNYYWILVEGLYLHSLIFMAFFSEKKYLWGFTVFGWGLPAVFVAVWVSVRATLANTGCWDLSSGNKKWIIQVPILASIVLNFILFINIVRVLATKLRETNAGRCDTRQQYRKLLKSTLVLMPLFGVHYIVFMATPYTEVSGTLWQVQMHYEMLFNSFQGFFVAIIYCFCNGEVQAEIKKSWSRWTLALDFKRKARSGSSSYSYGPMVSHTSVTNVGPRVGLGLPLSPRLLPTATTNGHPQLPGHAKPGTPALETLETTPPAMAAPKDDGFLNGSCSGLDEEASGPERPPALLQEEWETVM
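HEK-293-derived GP2 cells expressing PTHR1 and a GloSensor cAMP reporter, 3,000/well, plated overnight, given luciferin plus IBMX (each 0.5 mM as added) for 1 h at 37 °C, then compound for 1 h at 37 °C. Luminescence was read after 15 min at room temperature.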
pAkt inh: Akt phosphorylation inhibition | Neuro2A IGF-stimulated pAkt S473 HTRF, 20 min; active compounds read low | hit rate 0.32% among 360,000 | activity change, % for hits at 50 µM; in the data active = activity change below about -80%; inconclusive = mostly about -51% to -80%; also: % is scaled to controls: 0 for no effect and ±100 for the full control effect
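Single-point screen (50 µM final compound) in Neuro2A cells stimulated 20 min with 6 nM IGF at 37 deg C. After lysis, Ser473-phosphorylated Akt read by HTRF (ex 330 nm, em 615/665 nm) as the 665/615 ratio.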
Mm-Cpn inhibitor: blocks the Methanococcus maripaludis chaperonin Mm-Cpn; purified Mm-Cpn ATPase, ADP Transcreener TR-FRET; Potency, µM (titrated, usually from 76.9 µM), without a hit: at the highest dose activity, negative = inhibition, usual class: inhibitors; hit rate 0.031% among 330,000; AID 504842; also: potency is read from the fitted curve at half-maximal effect; % is scaled to controls: 0 for no effect and ±100 for the full control effect; nearly all actives have a fitted effect of over 80% in size
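TR-FRET (320 nm excitation; 590 and 665 nm emission) reports ADP made from 10 uM ATP by 25 nM enzyme; compounds were preincubated 10 min, reaction run 30 min, both at 37°C.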
Starred values were filed as active, the others as inactive; i = inactive; ? = inconclusive; · = no result given; [ ] = dose if it differs, or a comment. Unless noted, calls follow the shape of the dose curve; as a rule, active = well fitted curve in the direction sought with a large enough effect; inconclusive = small, poorly fitted or top-dose-only effect, or another doubt; inactive = no such curve, though single readings can be large; an effect the other way counts as inactive or inconclusive. An excerpt; count on the stated rates, not on these rows.

SMILES	TDP-43 yeast inh	GLP1R inv ag	GLP1R cytotox	aSyn yeast inh	FUS suppressor	Abeta rescue	PTHR1 ag	pAkt inh	Mm-Cpn inhibitor
O=C(CS(=O)(=O)Cc1ccccc1)Nc1ncccn1	3%	0%	-4%	-4%	-6%	5%	-2%[57.5 µM]	i	1%
O=S(=O)(NC(=S)c1ccccc1)c1ccc(F)cc1	3%	18%	-14%	2%	17%	6%	i	i	-2%
COc1ccc2oc(=O)c(C(=O)Oc3ccc(NC(C)=O)cc3)cc2c1	-8%	1%	-9%	-2%	-3%	15%	-7%[57.5 µM]	i	1%
Cc1ccc(NC(=O)Cn2c(=O)oc3ccccc32)cc1	19%[9.22 µM]	7%	5%	-1%	-17%	16%	-15%	i	1%
CCOC(=O)CC1C(=O)NCCN1C(=O)c1ccc(F)cc1F (stereo not drawn)	-2%	3%	-5%	3%	0%	18%	i	i	2%
Cc1ccc(C(=O)NNC(=O)CCC(=O)Nc2cc(C)on2)cc1	30%	10%	3%	5%	·	16%	i	i	1%
CC1(c2ccc(OC(F)F)cc2)NC(=O)N(CC(=O)c2ccc3c(c2)OCO3)C1=O (stereo not drawn)	-3%	?	8%	4%	17%	5%	-9%	i	0%
O=C(Nc1cccc(S(=O)(=O)C(F)(F)F)c1)[C@H]1C[C@H](O)[C@@H](CO)O1	0%	5%	3%	-2%	-9%	-19%	5%	i	·
Cn1c(=O)oc2cc(S(=O)(=O)N3CCN(c4ccc(F)cc4)CC3)ccc21	-14%	1%	-10%	1%	11%	-15%	i	i	1%
Cn1c(SCC(=O)Nc2ccc(Cl)cc2F)nnc1-c1ccco1	22%	7%	-2%	2.8µM*	2%	5%	i	i	0%
Cc1cc(NC(=O)CSc2nc(-c3ccc(F)cc3)cs2)no1	17%	16%	-3%	1%	-7%	19%	i	i	1%
O=C(NCC1CCCO1)c1ccc(COCC(F)(F)C(F)F)cc1 (stereo not drawn)	0%	-1%	-6%	1%	0%	-15%	i	i	-5%
CC1=Nc2ccccc2/C1=C\c1nc(-c2ccc(C(F)(F)F)cc2)oc1O	-2%	-4%	6%	5%	23%	10%	3%[57.5 µM]	i	0%
N#Cc1cc2c(nc1SCc1cccnc1)CCCCC2	5%	11%	-10%	?	14%	-11%	-6%[57.5 µM]	i	·
COc1cccc(CN2CCC(n3nccc3NC(=O)CCCc3ccccc3)CC2)c1	16%	?	-6%	7%	9%	-2%	i	i	1%
C/C(Cn1cnc([N+](=O)[O-])n1)=N\NC(=O)c1ccccc1O	0%[9.22 µM]	7%[7.66 µM]	-13%[7.66 µM]	-4%	27%	-4%	-16%	i	1%
Cc1cccc(NC(=O)CSc2nnc(-c3cnccn3)n2Cc2ccco2)c1	-2%	4%	4%	0%	31%	-4%	-45%[inhibitor]	i	0%
COc1ccc(S(=O)(=O)Nc2ccccc2C(=O)NCc2ccco2)cc1Br	6%	-6%	11%	11%	-2%	-8%	-11%	i	·
CC1=C(C#N)C(c2cccnc2)C2=C(CC(c3ccc(Cl)cc3)CC2=O)N1 (stereo not drawn)	-20%	1%	-25%	3%	2%	15%	i	i	-3%
CC(C)=CCN1CCN(Cc2nc(C(C)C)cs2)CC1CCO (stereo not drawn)	0%	-14%	?	2%	14%	-7%	-17%	i	?
O=C(CN1CCN(c2ccc(Cl)cc2)CC1)Nc1ccc(F)cc1F	12%	-6%	-4%	·	7%	13%	i	·	·
COc1ccc(-n2cc(-c3ccccc3)c3c(N4CCOCC4)ncnc32)cc1	?	3.5µM*	-15%	2%	32%	-41%[inhibitor]	-19%	i	1%
CCCc1[nH]n(-c2nc3ccccc3s2)c(=O)c1C=NCC(C)C	20%	?	?	-1%	?	7%	-6%[57.5 µM]	i	2%
CC1=C(C(=O)OC(C)C)C(C2CC=CCC2)NC(=O)N1 (stereo not drawn)	-25%	-16%	-7%	3%	10%	-12%	4%[57.5 µM]	i	0%
Cc1cnc(C(=O)NNC(=O)c2ccc(Br)cc2)cn1	?	?	-11%	14%	-3%	25%	i	i	1%
Remaining list, next part:
SMILES	TDP-43 yeast inh	GLP1R inv ag	GLP1R cytotox	aSyn yeast inh	FUS suppressor	Abeta rescue	PTHR1 ag	pAkt inh	Mm-Cpn inhibitor
COc1ccccc1NC(=O)CSc1nnc(CC(=O)Nc2ccccc2C)n1C	-1%	-21%	9%	-8%	-7%	-6%	-1%	i	-2%
CCOc1cc(C=O)ccc1OCCCN1C(=O)NC(C)(C)C1=O	5%	2%	7%	3%	13%	17%	i	i	0%
C[C@@H]1CCC[C@]2(O[C@@H](CCO)C[C@H](O)[C@H]2O)O1	-2%	5%	2%	-4%	-24%	-5%	22%	i	·
CSc1ccc(/C=N/NC(=O)c2ccccc2Cl)cc1	17%	-18%[0.307 µM]	10%[0.307 µM]	9%	18%	2%	i	i	2%
COC(=O)C1=C(C)N(C2CCCCC2)C(=O)C1	19%	71%[activator]	-4%	4%	-14%	5%	i	i	2%
Cc1c(N=C2NN=C(c3ccc(Cl)cc3)CS2)c(=O)n(-c2ccccc2)n1C	17%	14%	0%	1%	32%	-5%	6%	i	0%
COC(=O)c1cc(COC(=O)c2nc3nc(C)cc(C)n3n2)oc1C	?	23%	4%	1%	-3%	-9%	25%	i	0%
Cc1onc(-c2ccccc2)c1CNC(=O)Nc1cccc(Cl)c1	-4%	8.9µM*	-7%	1%	8%	13%	-24%	i	0%
CCCCC(=O)N(c1ccc(OC)cc1)C1C=CS(=O)(=O)C1 (stereo not drawn)	-15%	-2%	0%	-2%	27%	10%	i	·	?
COc1ccccc1N1CCN(C(=O)COc2cc(C)cc(C)c2)CC1	?	-7%[7.66 µM]	-5%[7.66 µM]	19%	28%	2%	-76%[inhibitor]	i	?
COc1cccc(CNC(=O)CCn2c(=O)c3cccn3c3cccnc32)c1OC	7%	1%	-12%	·	-14%	1%	i	·	·
CC(=O)Nc1ccc(C(=O)OCC(=O)NC(=O)NC(C)(C)C)cc1	2%	4%	8%	1%	14%	6%	i	i	1%
CC(=O)N1CCN(c2nnc(-c3ccccc3)c3ccccc23)CC1	25%	36%[activator]	4%	-1%	5%	-15%	i	i	1%
CC(C)(C)Nc1c(N)c(=O)oc2ccccc12	0%	-4%	13%	0%	-10%	-7%	i	i	2%
Cc1ccc(NC(=O)Cn2c(-c3cncs3)nc3ccccc32)cc1Br	9%[9.22 µM]	7%	0%	·	-8%	-4%	0%	·	·
CCOC(=O)c1scc(-c2ccc(C)cc2)c1S(=O)(=O)Nc1ccc(OC)c(Cl)c1	-6%	?	-4%	·	11%	-15%	-15%	·	·
Cc1ccc(OCC(=O)Nc2ccc(C(=O)OCc3cc(=O)n4nc(C5CC5)sc4n3)cc2)cc1	2%	5%	3%	·	7%	-7%	3%	·	·
Cc1ccc(C(=O)COC(=O)C(C)N2C(=O)C3C4C=CC(C4)C3C2=O)cc1 (stereo not drawn)	-2%	0%	8%	7%	·	27%	i	i	0%
CCOC(=O)c1cnn(-c2cc(Oc3ccccc3)ncn2)c1N	12%	3%	3%	-8%	3%	0%	i	i	2%
CCC1=C2CC[C@H]3C(=O)N(c4ccccc4)C(=O)[C@H]3[C@H]2[C@@]2(C)C(=NCc3ccccc3)OC(=O)N2C1=O	-5%	-9%	-17%	16%	23%	2%	-16%	i	2%
O=[N+]([O-])c1ccc2c(c1)-c1ccccc1C2O (stereo not drawn)	11µM*	29%	1%	5%	6%	-9%	i	i	·
Cc1ccc(C23CC4CC(CC(C(=O)NC(C(=O)O)C(C)C)(C4)C2)C3)cc1 (stereo not drawn)	-10%	?	-10%	-1%	-11%	-8%	-18%	i	2%
COCCNC(=O)C1(C)CCN(Cc2noc(-c3c(C)noc3C)n2)C1 (stereo not drawn)	-1%	22%	-12%	-1%	-4%	-3%	i	i	·
CCCC1NC(=S)NC(C)=C1C(C)=O (stereo not drawn)	-16%	13%	-10%	-6%	6%	-14%	-19%	i	-4%
Cc1ccc(NC(=O)CN2C(=O)NC(C)(C3CC3)C2=O)cc1S(=O)(=O)N1CCCCC1 (stereo not drawn)	7%	0%	-5%	-7%	·	-3%	i	i	-2%
Next part.
SMILES	TDP-43 yeast inh	GLP1R inv ag	GLP1R cytotox	aSyn yeast inh	FUS suppressor	Abeta rescue	PTHR1 ag	pAkt inh	Mm-Cpn inhibitor
COC(=O)Cn1c(=NC(=O)c2ccc(OC)cc2)sc2cc(OC)ccc21	14%	22%	9%	-6%	-15%	25%	-2%	i	-1%
COc1ccc(C(C(=O)NCC2CCCO2)N(Cc2ccc(F)cc2)C(=O)CNC(=O)c2ccco2)cc1OC (stereo not drawn)	-6%	5%	14%	-2%	6%	4%	i	i	-2%
COC(=O)c1ccsc1NS(=O)(=O)c1ccccc1	?	-10%	1%	-13%	4%	-19%	i	i	-7%
C#CCNC(=O)C1=C[C@H](c2ccc(C#C)cc2)C[C@H](OCc2ccc(CO)cc2)O1	15%	12%	4%	12%	20%	8%	1%	i	·
Cc1cc2c(c(=O)n1C1CC1)C(c1cccc(Cl)c1)C(C#N)=C(N)O2 (stereo not drawn)	16%	2%	-21%	3%	-1%	23%	i	i	-2%
COc1ccc(NC(=O)CSc2nc3c(c(-c4cccs4)c2C#N)CN(C)CC3)cc1OC	-28%	27%	2%	3%	?	-7%	-8%	i	-17%

Source: PubChem BioAssay
